TrxR1 substrate: substrates of rat thioredoxin reductase 1 | purified TrxR1 substrate turnover, NADPH consumption readout | Potency, µM (top dose mostly 114 µM), for inactives: top-dose activity change, negative = substrate turnover | 390,000 tested, 0.01% active | AID 588456; further: potency means the concentration at half of the fitted maximal effect; on the % scale 0 is the no-effect control and ±100 the full control effect; nearly all actives have a fitted effect of over 50% in size
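Rat TrxR1, dispensed at 90 nM, was prereduced with 400 uM NADPH (final) for 5 min at ~22 deg C, then incubated with compound 15 min before 400 uM selenite. A first-read NADPH fluorescence drop versus no-compound background flagged substrates.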
RGS4 inhibitor: human RGS4 inhibition | P49798 | Transcreener GDP fluorescence polarization, RGS4-accelerated GTP hydrolysis | AID 504845 | 390,000 tested, 0.039% active | Potency, µM (highest dose often 114 µM), without a hit: at the top dose activity change, negative = inhibition, hits mostly inhibitors; further: potency means the concentration at half of the fitted maximal effect; on the % scale 0 is the no-effect control and ±100 the full control effect; nearly all actives have a fitted effect of over 75% in size; some results filed as inactive show a strong effect at the top dose
Target sequence (P49798 whole entry, looked up): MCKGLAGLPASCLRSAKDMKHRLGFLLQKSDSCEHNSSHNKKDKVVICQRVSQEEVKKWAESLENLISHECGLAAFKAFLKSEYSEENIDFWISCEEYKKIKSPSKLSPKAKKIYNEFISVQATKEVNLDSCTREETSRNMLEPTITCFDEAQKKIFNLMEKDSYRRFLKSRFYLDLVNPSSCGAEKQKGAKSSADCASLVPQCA
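MLSMR compounds (23 nl, pin-transferred) preincubated 10 min at room temperature with a 500nM (2x) first reagent, then RGS4 at 900nM (2x) plus Transcreener GDP mix added; fluorescence polarization (620/688 nm) read before and after 90 min at 30 °C.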
USP1-UAF1 inh: inhibitors of human USP1/UAF1 deubiquitinase; O94782; recombinant USP1/UAF1, Ub-Rhodamine cleavage fluorescence; Potency, µM (highest dose often 57.1 µM), inactives show top-dose activity change, negative = inhibition, most hits filed as inhibitors; 390,000 tested, 0.23% active; AID 743255; further: potency means the concentration at half of the fitted maximal effect; on the % scale 0 is the no-effect control and ±100 the full control effect; nearly all actives have a fitted effect of over 60% in size; inactives centre near -12
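Step one: compound is pinned into 1nM USP1/UAF1 in HEPES pH 7.8 buffer with TCEP. Step two: 15 min room-temperature incubation. Step three: Ub-Rho (150nM final) starts cleavage, tracked by fluorescence over six one-minute reads.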
Vif-APOBEC3F blk: inhibitors of Vif-A3F interaction | HeLa A3F-eYFP + Vif (tagged APOBEC3F with the HIV-1 protein that degrades it), YFP fluorescence increase | Potency, µM (series often up to 46.1 µM), for the others: at the top dose activity, negative = active | 390,000 tested, 0.2% active | AID 602313; further: potency means the concentration at half of the fitted maximal effect; % of control where 0% means no effect; nearly all actives have a fitted effect of over 65% in size
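Fluorescence increase (Ex 488/Em 500-530) after overnight compound treatment at 37 deg C flags inhibition of Vif-driven A3F-eYFP loss in stable HeLa A3F-eYFP/Vif cells seeded overnight beforehand.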
Vif-APOBEC3G blk: blocks the Vif interaction with human APOBEC3G; Q9HC16; HeLa A3G-eYFP + Vif (tagged APOBEC3G with the HIV-1 protein that degrades it), YFP fluorescence, overnight; Potency, µM (top dose mostly 46.1 µM), inactives show at the highest dose activity, negative = active, actives largely listed as inhibitors; 410,000 tested, 0.076% active;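 further: potency means the concentration at half of the fitted maximal effect; on the % scale 0 is the no-effect control and ±100 the full control effect; nearly all actives have a fitted effect of over 60% in size; hits raise eYFP signal because A3G escapes Vif-driven loss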
Target sequence (Q9HC16 whole entry, looked up): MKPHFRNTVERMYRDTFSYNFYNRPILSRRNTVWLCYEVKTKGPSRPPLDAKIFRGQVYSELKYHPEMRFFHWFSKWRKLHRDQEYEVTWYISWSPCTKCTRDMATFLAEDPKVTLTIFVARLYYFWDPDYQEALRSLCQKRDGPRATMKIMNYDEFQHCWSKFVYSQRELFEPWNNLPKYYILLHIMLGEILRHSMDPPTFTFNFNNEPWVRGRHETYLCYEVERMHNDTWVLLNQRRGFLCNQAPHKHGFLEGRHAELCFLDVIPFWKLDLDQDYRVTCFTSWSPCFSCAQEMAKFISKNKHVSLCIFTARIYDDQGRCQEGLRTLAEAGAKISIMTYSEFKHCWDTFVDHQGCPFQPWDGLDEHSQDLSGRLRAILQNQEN
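Read-out is eYFP fluorescence (Ex 488/Em 500-530) from Vif-expressing HeLa A3G-eYFP cells; more signal means A3G escaped Vif-mediated degradation. Cells plated overnight, compound pinned in, incubated overnight at 37 deg C.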
Glioma ERSR ind: induces the endoplasmic reticulum stress response in human glioma cells. U87-MG GRP78 promoter luciferase reporter, 16 h. Potency, µM, for the others: at the highest dose activation, hits mostly activators. 420,000 tested, 0.02% active. AID 602332; further: potency means the concentration at half of the fitted maximal effect; series mostly up to about 76 µM; % of control where 0% means no effect; nearly all actives have a fitted effect of over 35% in size
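Stably transfected U87-MG human glioma cells carrying a GRP78-based luminescent sensor were seeded at 1000 cells/well, pin-dosed with compounds and incubated 16 h. Luciferase reagent was then added, and end-point luminescence was read after 10 min at room temperature.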
IDH1 R132H inh: blocks human mutant IDH1 R132H enzyme | O75874 | IDH1-R132H enzyme, NADPH consumption, diaphorase/resazurin fluorescence | Potency, µM (highest dose often 76.6 µM), without a hit: at the highest dose activity change, negative = inhibition, most hits filed as inhibitors | 390,000 tested, 0.093% active | AID 602179; further: potency means the concentration at half of the fitted maximal effect; on the % scale 0 is the no-effect control and ±100 the full control effect; nearly all actives have a fitted effect of over 65% in size
Target sequence (O75874 whole entry R132H, stated change not applied): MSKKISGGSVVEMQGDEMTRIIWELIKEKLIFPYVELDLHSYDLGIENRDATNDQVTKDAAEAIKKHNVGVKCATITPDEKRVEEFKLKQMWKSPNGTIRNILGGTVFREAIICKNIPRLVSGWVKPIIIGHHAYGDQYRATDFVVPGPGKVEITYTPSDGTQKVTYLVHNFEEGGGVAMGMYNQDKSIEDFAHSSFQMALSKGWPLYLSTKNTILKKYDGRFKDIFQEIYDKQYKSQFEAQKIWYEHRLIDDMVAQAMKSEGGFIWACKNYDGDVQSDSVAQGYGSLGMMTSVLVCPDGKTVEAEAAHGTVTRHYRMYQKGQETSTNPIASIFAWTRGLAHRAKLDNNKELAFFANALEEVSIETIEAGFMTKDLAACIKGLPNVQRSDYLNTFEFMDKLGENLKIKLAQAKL
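IDH1-R132H (0.5 ug/mL) preincubated 30 min with compound, then NADPH (0.016 mM) and alpha-KG (2 mM) added; 80 min at RT, pH 7.5. Remaining NADPH coupled via diaphorase/resazurin to fluorescence (540/590 nm); concentration-response curves normalized to no-enzyme control.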
LDHA inh: blocks human lactate dehydrogenase A. purified LDHA, NADH/diaphorase-resazurin fluorescence; hits give low values. activity change, % (values are at about 110 or 230 µM). 480,000 tested, 0.15% active. P00338; in the data active means activity change below about -30%; inconclusive means mostly about -25% to -30%;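 further: plate controls were DMSO wells for no effect and wells without enzyme for full effect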
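Resorufin fluorescence (ex540/em590), read at 0 and 20 min after diaphorase/resazurin addition, reports the NADH left after a 5 min room-temperature reaction of 2 nM human LDH5 with 0.06 mM NADH and 0.2 mM pyruvate.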
rTrxR1 inhibitor: rat TrxR1 inhibition; recombinant rTrxR1, NADPH fluorescence consumption, selenite substrate; AID 588453; Potency, µM (doses to about 114 µM), for inactives: at the highest dose activity change, negative = inhibition, usual class: inhibitors; 390,000 tested, 1% active; O89049; further: potency means the concentration at half of the fitted maximal effect; on the % scale 0 is the no-effect control and ±100 the full control effect; nearly all actives have a fitted effect of over 65% in size
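Rat TrxR1 (90 nM in the dispensed reagent) was pre-reduced with 400 uM NADPH for 5 min at room temperature, then incubated with compound for 15 min. After 400 uM selenite was added, NADPH fluorescence (Ex 340/Em 450 nm) was followed for 8 min.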
Numbers without * were called inactive; & = joins results of further samples; [ ] = another dose, or the depositor's remark. Unless noted, the call rests on the fitted dose curve; in most records, active means well fitted curve in the direction sought with a large enough effect; inconclusive means small, poorly fitted or top-dose-only effect, or another doubt; inactive means no such curve, though single readings can be large; an effect the other way counts as inactive or inconclusive. The list is partial; rates above refer to the full screens.

What do the screens show for `O=C(COC(=O)/C=C/c1cccc([N+](=O)[O-])c1)NCCCN1CCCC1=O`?
TrxR1 substrate: 7%[57.1 µM]; RGS4 inhibitor: -43%; USP1-UAF1 inh: -19%; Vif-APOBEC3F blk: -6%; Vif-APOBEC3G blk: 1%; Glioma ERSR ind: 2%; IDH1 R132H inh: 2%; LDHA inh: -5; rTrxR1 inhibitor: 4%[57.1 µM]

What do the screens show for `Clc1ccc(-c2cc(COc3ccc4ccccc4c3)no2)cc1`?
TrxR1 substrate: -5%; RGS4 inhibitor: -7%; USP1-UAF1 inh: -18%; Vif-APOBEC3F blk: -6%; Vif-APOBEC3G blk: 0%; Glioma ERSR ind: -3%; IDH1 R132H inh: 2%; LDHA inh: -5; rTrxR1 inhibitor: -10%

What do the screens show for `CN(C)S(=O)(=O)c1cc(NC(=O)CSc2cccc[n+]2[O-])ccc1Cl`?
TrxR1 substrate: 2%; RGS4 inhibitor: 14%; USP1-UAF1 inh: -13%; Vif-APOBEC3F blk: 4%; Vif-APOBEC3G blk: -8%; Glioma ERSR ind: -1%; IDH1 R132H inh: 3%; LDHA inh: -6; rTrxR1 inhibitor: 8%

What do the screens show for `O=C(Nc1ccccc1Oc1ccccc1)c1cccs1`?
TrxR1 substrate: 9%[57.1 µM]; RGS4 inhibitor: -15%; USP1-UAF1 inh: -14%; Vif-APOBEC3F blk: -15%; Vif-APOBEC3G blk: -2%; Glioma ERSR ind: -5%; IDH1 R132H inh: 2%; LDHA inh: -1; rTrxR1 inhibitor: 14%

Results for COc1cc(/C=C2\C(=N)N3N=C(C)SC3=NC2=O)cc(OC)c1OCCOc1ccccc1C ?
TrxR1 substrate: -3%; RGS4 inhibitor: -29%; USP1-UAF1 inh: -16%; Vif-APOBEC3F blk: 1%; Vif-APOBEC3G blk: -5%; Glioma ERSR ind: -1%; IDH1 R132H inh: 0%; LDHA inh: -5; rTrxR1 inhibitor: 8%

How did Cc1[nH]nc2c1C(c1cn[nH]c1-c1ccc(F)cc1)C(C#N)=C(N)O2 (stereo not given) do in these assays?
TrxR1 substrate: 6%[57.1 µM]; RGS4 inhibitor: -4%; USP1-UAF1 inh: 2%; Vif-APOBEC3F blk: 3%; Vif-APOBEC3G blk: -8%; Glioma ERSR ind: -3%; IDH1 R132H inh: 0%; LDHA inh: -2; rTrxR1 inhibitor: -10%[57.1 µM]

How did Cc1noc(/C=C/c2cccs2)c1S(=O)(=O)N1CCC(C(=O)NCCCN2CCC(C)CC2)CC1 do in these assays?
TrxR1 substrate: -5%; RGS4 inhibitor: 14%; USP1-UAF1 inh: -11%; Vif-APOBEC3F blk: 1%; Vif-APOBEC3G blk: 6%; Glioma ERSR ind: -5%; IDH1 R132H inh: 11%; LDHA inh: -4; rTrxR1 inhibitor: 16%

Results for COC(=O)c1cc(COc2ccc3c(c2)oc(=O)c2ccccc23)c(C)o1 ?
TrxR1 substrate: -7%[57.1 µM]; RGS4 inhibitor: 3%[11.4 µM]; USP1-UAF1 inh: -19%; Vif-APOBEC3F blk: -3%; Vif-APOBEC3G blk: 1%; Glioma ERSR ind: -6%; IDH1 R132H inh: 2%; LDHA inh: -4; rTrxR1 inhibitor: -13%

Results for CC(c1nnc(SCC(=O)Nc2cccnc2Cl)n1-c1ccccc1)N(C)C (stereo not given) ?
TrxR1 substrate: 7%[57.1 µM]; RGS4 inhibitor: -16%; USP1-UAF1 inh: -2%; Vif-APOBEC3F blk: 0%; Vif-APOBEC3G blk: -3%; Glioma ERSR ind: -3%; IDH1 R132H inh: 0%; LDHA inh: -2; rTrxR1 inhibitor: 0%[57.1 µM]

Results for CSc1nc(C)c(Cc2ccccc2)c(=O)[nH]1 ?
TrxR1 substrate: -1%[57.1 µM]; RGS4 inhibitor: 6%; USP1-UAF1 inh: -34%; Vif-APOBEC3F blk: -25%; Vif-APOBEC3G blk: -6%; Glioma ERSR ind: -6%; IDH1 R132H inh: 2%; LDHA inh: -5; rTrxR1 inhibitor: -4%[57.1 µM]

Results for COc1cc(C=c2c3ccccc3n3c2cc(-c2ccccc2)[n+]3C)cc(OC)c1OC ?
TrxR1 substrate: -10%; RGS4 inhibitor: inconclusive; USP1-UAF1 inh: 2.2µM*; Vif-APOBEC3F blk: inconclusive; Vif-APOBEC3G blk: -9%; Glioma ERSR ind: -4%; IDH1 R132H inh: -3%; LDHA inh: 37; rTrxR1 inhibitor: 50µM*

How did COc1cc(C(=O)NCCSc2ccc(Br)cc2)cc(OC)c1OC do in these assays?
TrxR1 substrate: -8%; RGS4 inhibitor: -24%; USP1-UAF1 inh: -20%; Vif-APOBEC3F blk: 7%; Vif-APOBEC3G blk: 3%; Glioma ERSR ind: 0%; IDH1 R132H inh: 6%; LDHA inh: -2; rTrxR1 inhibitor: 20%[57.1 µM]

Results for CC(=O)Nc1oc(-c2cccc3ccccc23)nc1C#N ?
TrxR1 substrate: 76%[activator][57.1 µM]; RGS4 inhibitor: 25%; Vif-APOBEC3F blk: 3%; Vif-APOBEC3G blk: 0%; Glioma ERSR ind: 1%; LDHA inh: -16; rTrxR1 inhibitor: 25%[57.1 µM]

How did Cc1nc2c(-c3ccccc3)c(C)[nH]n2c(=O)c1Cc1ccc(C(C)C)cc1 do in these assays?
TrxR1 substrate: 5%[11.4 µM]; RGS4 inhibitor: 7%; USP1-UAF1 inh: -3%; Vif-APOBEC3F blk: 1%; Vif-APOBEC3G blk: 0%; Glioma ERSR ind: -4%; IDH1 R132H inh: 5%; LDHA inh: -7; rTrxR1 inhibitor: 11%

What do the screens show for `O=C(CNC(=S)N(Cc1ccccc1)Cc1cccnc1)NC1CCCCC1`?
TrxR1 substrate: 11%[57.1 µM]; RGS4 inhibitor: 3%; USP1-UAF1 inh: -18%; Vif-APOBEC3F blk: -4%; Vif-APOBEC3G blk: -2%; Glioma ERSR ind: 0%; IDH1 R132H inh: -1%; LDHA inh: -5; rTrxR1 inhibitor: 5%[57.1 µM]

What do the screens show for `CCOc1ccc(N(CC(=O)NCc2ccc(C)cc2)S(=O)(=O)c2c(C)[nH]c(=O)[nH]c2=O)cc1`?
TrxR1 substrate: 4%&5%; RGS4 inhibitor: 12%&-5%; USP1-UAF1 inh: inconclusive; Vif-APOBEC3F blk: -2%&-4%; Vif-APOBEC3G blk: 4%&2%; Glioma ERSR ind: -3%&-3%; IDH1 R132H inh: 0%&-5%; LDHA inh: -2&-3; rTrxR1 inhibitor: 12%&10%

What do the screens show for `CCOC(=O)C1=NN(c2cccc(Cl)c2)C2=NC(C)=C(C(=O)OC)C(c3cccs3)N12` (stereo not given)?
TrxR1 substrate: 8%; RGS4 inhibitor: 4%; USP1-UAF1 inh: -15%; Vif-APOBEC3F blk: 3%; Vif-APOBEC3G blk: -2%; Glioma ERSR ind: -2%; IDH1 R132H inh: 1%; LDHA inh: 0; rTrxR1 inhibitor: 23%

How did S=c1[nH]nc(C2(c3ccccc3)CCCC2)o1 do in these assays?
TrxR1 substrate: 16%; RGS4 inhibitor: -41%; USP1-UAF1 inh: -22%; Vif-APOBEC3F blk: -16%; Vif-APOBEC3G blk: -4%; Glioma ERSR ind: -3%; IDH1 R132H inh: 6%; LDHA inh: 0; rTrxR1 inhibitor: 19%

What do the screens show for `CCC(=O)Nc1c(-c2ccccc2Cl)c(=O)c2ccccc2n1C`?
TrxR1 substrate: -3%; RGS4 inhibitor: -19%; USP1-UAF1 inh: -19%; Vif-APOBEC3F blk: 8%; Vif-APOBEC3G blk: 1%; Glioma ERSR ind: -2%; IDH1 R132H inh: 18%; LDHA inh: -1; rTrxR1 inhibitor: 14%

Results for COc1ccc(/C=C(\C#N)C(=O)OCC(=O)NC2CC2)cc1 ?
TrxR1 substrate: -6%; RGS4 inhibitor: 23%; USP1-UAF1 inh: 3%; Vif-APOBEC3F blk: -1%; Vif-APOBEC3G blk: 4%; Glioma ERSR ind: -2%; IDH1 R132H inh: 0%; LDHA inh: -6; rTrxR1 inhibitor: -6%

Results for O=S(=O)(NCc1ccco1)c1ccc2c(c1)Cc1ccccc1-2 ?
TrxR1 substrate: 13%[57.1 µM]; RGS4 inhibitor: -32%; USP1-UAF1 inh: -7%; Vif-APOBEC3F blk: -10%; Vif-APOBEC3G blk: -1%; Glioma ERSR ind: 5%; IDH1 R132H inh: -4%; LDHA inh: 0; rTrxR1 inhibitor: inconclusive

Results for O=C(Nc1cccc(Br)c1)c1ccc(Cl)c(S(=O)(=O)N2CCOCC2)c1 ?
TrxR1 substrate: 2%; RGS4 inhibitor: -14%; USP1-UAF1 inh: -3%; Vif-APOBEC3F blk: -5%; Vif-APOBEC3G blk: -1%; Glioma ERSR ind: 1%; IDH1 R132H inh: -3%; LDHA inh: -1; rTrxR1 inhibitor: 9%

How did O=C(O)C1CC=CCC1C(=O)NCCc1cccc(Cl)c1 (stereo not given) do in these assays?
TrxR1 substrate: -5%; RGS4 inhibitor: -18%; USP1-UAF1 inh: -7%; Vif-APOBEC3F blk: 1%; Vif-APOBEC3G blk: 0%; Glioma ERSR ind: -3%; IDH1 R132H inh: 3%; LDHA inh: -4; rTrxR1 inhibitor: 10%

What do the screens show for `Cc1ccc(NC(=O)CSc2nc3ccc(NC(=O)c4cccs4)cc3s2)cc1`?
TrxR1 substrate: 2%; RGS4 inhibitor: 6%; USP1-UAF1 inh: -28%; Vif-APOBEC3F blk: -2%; Vif-APOBEC3G blk: 2%; Glioma ERSR ind: -3%; IDH1 R132H inh: -3%; LDHA inh: -7; rTrxR1 inhibitor: 27%
